Anthrax LF prot: Bacillus anthracis LF protease inhibitors, primary screen, biochemical, multiplex microsphere, MLPCN library | Lethal factor (Bacillus anthracis), P15917 | multiplex microsphere protease cleavage assay | inhibition, % at 10 µM | actives 0.12% (n = 360,000); in the data active = inhibition above about 30%; note: plate controls were buffer without enzyme for full effect and enzyme alone for no effect
Rv3671c protease: Rv3671c serine protease inhibitors, primary screen, biochemical, fluorescence polarization, M. tuberculosis H37Rv. AID 2606, 2010. P9WHR9. inhibition, % at 5.96 µM. actives 0.048% (n = 320,000); in the data active = inhibition above about 38%;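 note: extracellular domain of Rv3671c used as enzyme; 0% = enzyme with DMSO and 100% = no enzyme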
Yp Topo-I inh: Yersinia pestis topoisomerase I inhibitors, primary screen, biochemical, cleavage product accumulation, plate reader, single point | actives 0.064% (n = 360,000) | activity, % at 10 µM | DNA topoisomerase I (Yersinia pestis CO92) | AID 504884, 2011 | Y. pestis Topo-I cleavage product accumulation; in the data active = activity above about 50%, passing the limit was not always enough; note: inactives centre near 2
PfHsp40 rescue: rescue of yeast from PfHsp40 toxicity, primary screen, S. cerevisiae, ATP luminescence | S. cerevisiae expressing PfHsp40, growth rescue | growth rescue, % at 12.5 µM | actives 0.68% (n = 340,000); in the data active = growth rescue above about 28%, passing the limit was not always enough;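 note: yeast W303a lacking pdr1 and pdr3 grown in galactose medium; growth measured after three days at 30 °C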
TcdB inh: TcdB glycohydrolase inhibitors, primary screen, biochemical, single point, plate reader; Toxin B (Clostridioides difficile), P18177; TcdB glycohydrolase enzymatic assay; inhibition, % at 9.99 µM; actives 0.24% (n = 350,000); AID 652162, 2013; in the data active = inhibition above about 10%
VHR inh abs: VHR1 phosphatase inhibitors, primary screen, biochemical, absorbance, uHTS; Dual specificity protein phosphatase 3 (Homo sapiens), P51452; recombinant VHR phosphatase, pNPP absorbance; inhibition, % at 13.3 µM; actives 0.52% (n = 290,000); AID 1654, 2009; in the data active = inhibition above about 50%; note: some compounds called inactive have numbers as strong as hits
PriA SSB inh: inhibitors of Klebsiella pneumoniae PriA binding to SSB C-terminal tail, primary screen, biochemical, AlphaScreen | AlphaScreen SSBct-PriA binding, biotinylated peptide | inhibition, % at 33 µM | actives 0.6% (n = 430,000); in the data active = inhibition mostly above about 37%, no sharp cut-off; inactive = mostly below about 20%;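 note: plate controls were negative control peptide for no effect and reference peptide for full effect; strong numbers were not always called active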
SARS 3CLpro inh: SARS-CoV 3CLpro protease inhibitors, primary screen, biochemical, quenched FRET | AID 1706, 2009 | actives 0.14% (n = 290,000) | recombinant SARS-CoV 3CLpro, quenched FRET peptide cleavage | inhibition, % at 6 µM | Replicase polyprotein 1ab (Severe acute respiratory syndrome coronavirus), P0C6X7; in the data active = inhibition above about 12%
Vc quorum ag: inducers of Vibrio cholerae quorum light production without autoinducers, primary screen, BH1578 luxS cqsA deficient, single point. activation, % at 18.7 µM. V. cholerae BH1578 lux reporter, luminescence, 6 h. actives 0.16% (n = 350,000); in the data active = activation mostly above about 9.7%, no sharp cut-off; note: not every result past the cut was called active; inactives centre near 0; reference of the scale not given here
MazF activator: activators of E. coli MazEF toxin-antitoxin RNase, primary screen, biochemical, fluorescence, uHTS; AID 504720, 2011; actives 0.32% (n = 350,000); FAM/BHQ RNA-DNA oligo cleavage fluorescence, 5 h; Endoribonuclease toxin MazF (Escherichia coli (strain K12)), P0AE70; activation, % at 20 µM; in the data active = activation above about 50%
Active calls of the source: *; i = inactive; / = not tested or not shown; & = joins results of further samples. Only part of the results is shown, so the mix of outcomes need not match the whole.

nr	molecule	SARS 3CLpro inh	Anthrax LF prot	Yp Topo-I inh	Vc quorum ag	PfHsp40 rescue	PriA SSB inh	TcdB inh	Rv3671c protease	VHR inh abs	MazF activator
1	O=C(CCn1nc(-c2ccccc2)c2ccccc2c1=O)NCC1CCCO1 (stereo not given)	-0.7	1.3	-3.9	1.5	-0.8	-12.3	/	-0.4	0.8	4.6
2	CCCc1nnc(NC(=O)C(CC)OC(=O)c2cc(C)nc3ccccc23)s1 (stereo not given)	2.4	-9.1	-2.2	-0.3	0.0	-1.2	/	-5.6	11.7	1.1
3	O=[N+]([O-])c1ccc2[nH]c(O)c(N=NC(=S)NCC3CCCO3)c2c1 (stereo not given)	5.2	-3.3	-12.5	1.4	-1.0	-11.4	/	0.2	-4.5	9.0
4	COc1ccc(NC(=S)NCc2ccc(F)cc2)c(OC)c1	2.5	-4.0	3.1	0.0	0.3	-12.3	-0.4	-1.6	8.1	9.9
5	CCN(CC)CCNC(=O)/C(=C\c1cccn1C)NC(=O)c1cccs1	6.9	-1.9	0.3	-3.4	0.1	-3.6	1.2	1.9	-6.7	-7.5
6	CCCN1C2CCCC1CC(NC(=O)c1ccccc1OCC)C2 (stereo not given)	1.8	3.0	-3.3	-0.1	0.2	-21.9	/	2.0	14.0	1.3
7	COc1ccc(-c2nnc3n(CCc4ccccc4)c(=O)c4ccccc4n23)c(OC)c1	3.4	1.6	5.0	-1.6	0.0	5.7	/	6.9	36.0	-9.6
8	O=c1c(Cl)nc2cc(Cl)ccc2n1CCNc1ncc(C(F)(F)F)cc1Cl	0.3	0.3	-3.2	i	-1.6	-1.2	/	6.4	-8.2	23.6
9	CCN(CC)C(=O)C1=C(C)N(CCC2=CCCCC2)C(=O)C(CC(=O)NCCN2CCOCC2)C1 (stereo not given)	/	-12.1	11.8	2.0	/	/	0.9	/	/	4.3
10	CCCOc1ccc(C2C(C(=O)c3ccc(C)o3)=C(O)C(=O)N2Cc2ccco2)cc1OCC (stereo not given)	1.8	-3.2	8.3	-0.7	6.0	-2.9	-1.3	-0.4	18.7	-7.7
11	COc1ccccc1CNC(=O)c1cc(S(=O)(=O)N2CCCC2)cn1C	1.1	-4.7	-0.9	-0.2	0.8	-3.2	5.8	-0.4	21.2	6.3
12	COc1cc2c(cc1OC)C1Cc3ccc(OC)c(OC)c3CN1CC2 (stereo not given)	-0.9	3.1	14.4	i	-0.7	-8.3	/	-1.9	39.8	-2.8
13	O=C(NC(=S)NCc1ccccc1)C1CCCCC1	1.3	-15.1	8.0	6.1	9.6	-3.2	/	1.2	20.2	1.9
14	Cc1cccc(-c2noc(CN(C)C(=O)c3ccoc3C)n2)c1	-3.6	-0.5	4.9	0.5	0.1	1.1	1.5	3.8	21.5	-0.1
15	Cc1ccc(S(=O)(=O)N2CCOCC2)cc1NC(=O)COC(=O)c1cc[n+]([O-])cc1	/	5.6	-6.4	-0.5	-1.6	-8.2	0.6	12.6	/	4.3
16	COc1ccc(C2=NN(C(=O)c3ccncc3)C(c3ccccc3O)C2)cc1 (stereo not given)	0.8	-2.4	10.0	-0.4	0.6	13.8	-0.2	2.4	-2.9	-3.2
17	Cc1ccc(CCNC(=O)C23C[C@H]4C[C@@H](C2)CC(n2nnc(C)n2)(C4)C3)cc1	1.7	-6.5	20.3	i	1.6	-10.3	1.2	-5.3	13.1	5.9
18	Cc1cccc(C)c1NC(=S)Nc1ccccc1C(=O)NCc1ccco1	-0.5	-1.2	0.9	i	-0.3	-2.7	/	-7.2	2.6	0.1
19	Cc1nnc(NC(=O)c2ccccc2Oc2ccccc2)s1	2.0	0.7	1.5	i	-2.4	3.2	2.5	7.4	14.5	4.3
20	Cc1ccc2oc(=O)c3cc(C(=O)NCCCN4CCCC(C)C4)sc3c2c1 (stereo not given)	-7.8	-2.0	0.1	-3.9	2.5	-0.8	1.7	-2.4	51.2*	21.1
21	O=C(NCc1cccnc1)c1ccc(Cn2cc(C(F)(F)F)ccc2=O)cc1	0.1	3.1	-1.8	-0.4	-0.8	-4.7	0.7	2.1	-8.6	4.4
22	O=C(/C=C/c1ccc(Cl)cc1Cl)NCCN1CCOCC1	0.1	-1.1	-3.9	-0.1	-1.6	-8.0	/	7.1	20.2	-1.9
23	CCCn1c(C)nc2cc(Cl)c(N3CCN(c4nc(-c5ccc(C)cc5)cs4)CC3)cc21	4.9	0.9	19.1	i	1.6	-16.9	0.3	13.2	24.4	-27.6
24	O=C(NCCc1ccc(Cl)cc1)C1CCN(c2ncccn2)CC1	-2.5	-6.7	2.7	-0.3	-1.2	-6.0	3.5	5.3	16.6	1.7
25	COCc1c(C(=O)N2CCN(Cc3nc4ccccc4s3)CC2)oc2ccccc12	/	-2.8	23.8	-0.3	0.1	1.7	-1.2	1.9	/	-21.0
26	CC(C)n1ncc2c(C(=O)O)cc(C3CC3)nc21	1.9	-0.8	-2.6	i	-0.1	-13.2	5.7	4.6	17.2	6.6
27	COc1cc(C2(c3ccc(O)c(OC)c3)C(=O)N(C)c3ccc(C)cc32)ccc1O	/	-7.8	6.2	-0.3	-0.3	6.4	-3.0	7.7	/	2.6
28	CNC(C)(C)Cc1ccccc1	/	-0.5	15.6	-0.2	0.3	-6.1	0.6	2.1	/	-1.4
29	Cc1cc2oc(=O)cc(CSc3nc(N)cc(N)n3)c2cc1C(C)C	0.4	-4.4	13.0	i	0.0	18.4	/	-15.9	29.1	-1.5
30	O=C(CSc1nnc2ccc(-c3ccccn3)nn12)Nc1ccc(F)cc1F	/	-2.9	4.5	i	0.7	1.8&0.0	1.1	4.3	/	-65.9

Next records:
nr	molecule	SARS 3CLpro inh	Anthrax LF prot	Yp Topo-I inh	Vc quorum ag	PfHsp40 rescue	PriA SSB inh	TcdB inh	Rv3671c protease	VHR inh abs	MazF activator
31	Cc1ccc(S(=O)(=O)NCCCCCC(=O)Nc2c(C)n(C)n(-c3ccccc3)c2=O)cc1	-0.5	-0.9	-10.9	0.9	1.0	-11.6	1.3	-0.2	25.8	4.8
32	COc1ccc(N2CCN(CCNC(=O)Nc3cccc(C)c3C)CC2)cc1	-1.8	-4.8	-2.1	-0.9	-1.3	-8.5	-11.3	-6.7	24.0	-1.8
33	CCOc1ccccc1NC(=O)c1cc(=O)[nH]c2ccc(S(=O)(=O)N3CCOCC3)cc12	/	-5.7	0.6	-2.7	0.4	-5.0	1.1	-13.9	/	3.8
34	COc1ccc(C(=O)NCC2(c3ccccc3)CCOCC2)cc1	4.5	-14.3	0.5	-1.1	4.7	-7.3	1.3	0.3	7.7	-0.8
35	Cc1ccccc1OCC(=O)N/N=C/c1cccc2cccnc12	-3.0	7.2	30.5	-0.2	0.3	/	0.5	-0.4	6.5	1.9
36	Cn1c(SCC(=O)NCC2CCCO2)nc2c([nH]c3ccccc32)c1=O (stereo not given)	4.1	-3.1	-1.1	i	-1.5	4.1	/	-12.7	26.3	1.6
37	Cn1c(SCC(=O)Nc2cccnc2Cl)nnc1-c1ccco1	/	-7.6	2.7	-0.4	-1.4	-8.6	-7.6	6.6	/	-3.8
38	OCc1ccc(-c2ccccc2)c(-c2ccccc2)c1	/	-6.7	21.8	-1.1	/	-21.4	1.8	-2.2	/	2.6
39	Cc1ccc(S(=O)(=O)Nc2ccncc2)c(C)c1	3.7	-4.5	-11.9	i	-0.5	-8.3	0.9	8.2	-3.8	11.1
40	Cc1ccc([C@@H]2[C@@H]3C(=O)N(C)C(=O)[C@@H]3[C@]3(Cc4ccccc4)C(=O)N(Cc4ccccc4)CC(=O)N23)o1	3.6	-1.9	-0.8	i	0.7	8.5	0.3	1.0	28.3	6.4
41	CN1CCC(OC(=O)COc2ccccc2)CC1	8.4	-3.6	-2.8	0.1	-0.8	-16.9	/	4.1	13.2	4.8
42	Cc1cccc(N/C(N)=N/c2nc(C)cc(C)n2)c1	4.4	-6.0	3.1	i	-0.9	/	/	6.0	-2.4	-3.1
43	COCC1CCCCN1C(=O)c1cccc(OC2CCN(S(C)(=O)=O)CC2)c1 (stereo not given)	-3.6	-0.8	0.4	i	-1.1	-37.3	0.8	-1.9	-1.9	1.7
44	CNS(=O)(=O)c1cccc(C(=O)OCC(=O)c2ccc[nH]2)c1	/	-5.5	3.9	-0.5	10.5	0.2	0.2	3.9	/	3.9
45	CCCNC(=O)Nc1nccs1	5.9	-7.8	-5.6	i	-1.2	-5.5	/	6.5	-22.1	2.9
46	CCOC(=O)NC(Nc1cc(C)ccn1)(C(F)(F)F)C(F)(F)F	2.6	3.7	-9.8	i	-0.5	-10.9	/	-5.2	7.8	8.3
47	CN(C(=O)CS(=O)(=O)c1cn(CC(=O)N2CCCC2)c2ccccc12)c1ccccc1	-3.5	3.2	7.2	-3.1	-0.6	-21.3	0.3	-4.1	9.6	1.0
48	COc1ccc(-n2c(C)cc(C(=O)CCl)c2C)cc1	1.7	2.4	-16.0	1.6	-0.3	10.4	3.0	5.7	21.7	2.0
49	c1ccc(N2CCOCCOCCOCCOCCOCC2)cc1	-4.1	-2.0	-0.2	i	-0.4	9.2	-0.2	1.1	29.6	3.1
50	COc1ccc(NC(=O)c2cccc(OC(F)F)c2)cc1Cl	3.8	-6.5	-9.3	1.0	1.0	-5.1	/	-14.3	22.8	10.3
51	CCCCNC(=O)COC(=O)c1ccc(Cl)c(S(=O)(=O)N2CCCC2)c1	-5.8	-1.7	2.3	/	1.4	-8.9	/	4.0	-12.5	3.1
52	O=C(c1ccco1)N1CCCN(Cc2cn[nH]c2-c2ccc(-c3ccccc3)cc2)CC1	4.0	2.9	28.7	-0.3	-1.2	10.4	2.1	-6.9	13.8	0.3
53	Cc1ccc(NC(=O)[C@@H]2CCCN2S(=O)(=O)c2ccccc2C(F)(F)F)cc1S(=O)(=O)N1CCOCC1	7.3	0.5	19.0	-0.3	-2.5	0.1	/	-9.9	-8.3	3.6
54	O=C1OC[C@H]2CCCN2C(=O)[C@@H](CC(=O)N(CCO)Cc2ccccc2)C/C=C\C[C@@H]1Cc1ccc(F)cc1	/	-4.0	20.3	0.8	21.8	/	1.2	2.4	/	4.9
55	CC1(C)NC(=O)N(CC(=O)Nc2nc(-c3ccc(F)cc3)cs2)C1=O	0.6	-8.0	4.0	i	0.4	-18.9	/	1.3	10.4	1.3
56	CC(C)(C)c1ccc(C(=O)CC(=O)c2cc(Cl)ccc2O)cc1	5.3	-1.3	3.8	i	-0.1	-12.4	/	3.9	11.3	2.6
57	COc1ccc(NC(=S)NC(NC(=O)c2ccccc2Cl)C(Cl)(Cl)Cl)c([N+](=O)[O-])c1 (stereo not given)	-0.8	-2.9	-8.4	1.6	2.0	31.7	0.6	-11.8	3.6	13.6
58	Cc1ccc(NC(=O)NC2CCN(CC(=O)Nc3nccs3)CC2)cc1	-1.0	0.7	-4.1	-0.7	0.0	-12.0	/	3.4	28.0	1.8

Single records, from the list above. Order of screens: SARS 3CLpro inh	Anthrax LF prot	Yp Topo-I inh	Vc quorum ag	PfHsp40 rescue	PriA SSB inh	TcdB inh	Rv3671c protease	VHR inh abs	MazF activator
CNS(=O)(=O)c1cccc(C(=O)OCC(=O)c2ccc[nH]2)c1 is listed with /	-5.5	3.9	-0.5	10.5	0.2	0.2	3.9	/	3.9
CC(C)(C)c1ccc(C(=O)CC(=O)c2cc(Cl)ccc2O)cc1 is listed with 5.3	-1.3	3.8	i	-0.1	-12.4	/	3.9	11.3	2.6

Screens: PubChem BioAssay, several laboratories
